Assay outcomes from PubChem BioAssay.
Calb biofilm kill: kills Candida albicans biofilms | inhibition, % at 6 µM | AID 834 | C. albicans biofilm + clotrimazole, Alamar Blue | hit rate 0.14% among 85,000;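 active means inhibition above 20%; inactive means inhibition below 20%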;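 further: preformed 24 hr biofilms exposed to compound for 48 hr; 0% = biofilm without compound and 100% = blank killed by clotrimazole plus chlorhexidine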
TNFa cytotox: HUVEC cytotoxicity counter-screen, TNF alpha stimulated; HUVEC TNFalpha-stimulated, Hoechst cell count, imaging; cell count reduction, % at 2 µM; hit rate 0.17% among 93,000; AID 848;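 active means cell count reduction exceeding the screen mean by over 5 SD, scaled to untreated wells per plate, cut at about 78% in these data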;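 further: cells counted after 24 h of TNF alpha exposure following the 1 h pretreatment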
IL1B cytotox: HUVEC cytotoxicity counter-screen, IL-1B stimulated. HUVEC cell count loss, Hoechst imaging. cell count reduction, % at 2 µM. hit rate 0.41% among 94,000;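 active means cell count reduction more than 3 SD above the screen-wide mean, cut at about 70% in these data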;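 further: normalized per plate to untreated control cells as the no-loss baseline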
cytoskel mod: alters cytoskeleton assembly in HUVEC cells; HUVEC TNFa F-actin phalloidin imaging, high content; inhibition, % at 2 µM; hit rate 0.18% among 91,000;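 active means inhibition above the batch mean plus 3 SD and confirmed as a hit by visual image inspection, cut at about 30% in these data, passing the limit was not always enough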; further: strong numbers were not always called active
LYP inh 2: inhibitors of human LYP (PTPN22) phosphatase; recombinant LYP catalytic domain, DiFMUP fluorescence; inhibition, % at 2 µM; hit rate 0.21% among 96,000; AID 640;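 active means inhibition at 2 µM at or above a set limit, the screen mean plus 3 SD, cut at about 24% in these data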;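 further: 0% = DMSO with enzyme and 100% = enzyme fully blocked by orthovanadate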
MT1-MMP txn act: MT1-MMP promoter transcription activation. HT1080 MT1-MMP promoter luciferase reporter, luminescence, overnight; active compounds read high. activation factor at 10 µM. hit rate 0.16% among 86,000. AID 750;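 active means activation factor of at least 2 for MT1-MMP transcription at 10 µM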
hDAT+cocaine: modulates human dopamine transporter uptake under cocaine; Q01959; LLC-PK1 hDAT cells, [14C]-dopamine uptake with cocaine IC80; actives deviate in either direction; B-score at 10 µM; hit rate 1.3% among 110,000;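 active means Z score or B-score, a plate-position-corrected score, falls beyond the plate's 99.7% confidence bounds, in either direction; inactive means both scores lie inside the 99.7% bounds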;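 further: scored against the spread of the other compound wells on the same plate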
Target sequence (Q01959 whole entry, looked up): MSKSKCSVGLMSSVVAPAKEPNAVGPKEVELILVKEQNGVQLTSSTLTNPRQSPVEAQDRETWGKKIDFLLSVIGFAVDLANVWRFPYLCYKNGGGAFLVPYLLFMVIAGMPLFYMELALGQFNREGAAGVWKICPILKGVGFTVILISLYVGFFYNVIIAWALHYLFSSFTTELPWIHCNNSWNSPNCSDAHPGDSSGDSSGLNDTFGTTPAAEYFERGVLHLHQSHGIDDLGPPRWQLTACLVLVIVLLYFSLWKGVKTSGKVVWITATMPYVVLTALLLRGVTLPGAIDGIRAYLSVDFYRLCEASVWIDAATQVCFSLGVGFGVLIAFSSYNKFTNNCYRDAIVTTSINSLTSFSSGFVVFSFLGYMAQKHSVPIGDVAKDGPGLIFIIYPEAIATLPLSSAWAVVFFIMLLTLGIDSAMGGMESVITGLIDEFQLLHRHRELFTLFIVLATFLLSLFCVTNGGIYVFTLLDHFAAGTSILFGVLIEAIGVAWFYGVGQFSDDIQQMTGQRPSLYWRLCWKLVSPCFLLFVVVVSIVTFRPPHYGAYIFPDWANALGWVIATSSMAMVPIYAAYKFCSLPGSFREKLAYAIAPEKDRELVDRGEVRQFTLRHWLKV
VCAM1 TNFa inh: reduces TNF alpha induced VCAM1 expression in HUVEC; HUVEC TNFa-induced VCAM-1 immunofluorescence, high-content imaging; inhibition, % at 2 µM; hit rate 0.48% among 95,000;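 active means inhibition above the batch mean plus 3 SD, with images confirmed as a hit by eye, cut at about 37% in these data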;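 further: 0% = TNF-stimulated DMSO wells and 100% = unstimulated control wells; not every result past the cut was called active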
Smad3 inh: inhibitors of human Smad3 transcription factor binding; hit rate 0.29% among 88,000; P84022; inhibition, % at 25 µM; TR-FRET Smad3/Dy647-FoxH1 peptide binding, europium anti-His;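 active means compounds that reduce the energy-transfer binding signal between the protein and its labelled peptide by more than half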;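 further: 0% = Smad3 plus labelled peptide maximal FRET and 100% = peptide-only background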
Target sequence (P84022 whole entry, looked up): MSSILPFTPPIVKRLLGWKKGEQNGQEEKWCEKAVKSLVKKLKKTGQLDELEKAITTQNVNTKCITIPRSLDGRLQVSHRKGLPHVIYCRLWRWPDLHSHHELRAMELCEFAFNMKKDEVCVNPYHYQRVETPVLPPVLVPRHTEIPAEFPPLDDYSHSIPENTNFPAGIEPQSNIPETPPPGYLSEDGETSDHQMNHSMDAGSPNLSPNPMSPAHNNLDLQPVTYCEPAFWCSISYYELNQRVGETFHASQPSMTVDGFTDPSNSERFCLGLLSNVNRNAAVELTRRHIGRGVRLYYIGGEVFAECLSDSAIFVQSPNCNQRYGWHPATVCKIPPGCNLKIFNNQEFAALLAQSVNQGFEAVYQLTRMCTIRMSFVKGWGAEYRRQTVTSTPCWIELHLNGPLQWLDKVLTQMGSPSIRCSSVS
Numbers without * were called inactive; . = no result given; [ ] = remark or other dose.

| mol | Calb biofilm kill | TNFa cytotox | IL1B cytotox | cytoskel mod | LYP inh 2 | MT1-MMP txn act | hDAT+cocaine | VCAM1 TNFa inh | Smad3 inh |
| --- | --- | --- | --- | --- | --- | --- | --- | --- | --- |
| CCCCCOC(=O)c1ccccc1C(=O)O | 8.9 | . | . | . | . | 1 | -1.24 | . | 2.8 |
| Cc1ccccc1S(=O)(=O)Cc1ccc(C(=O)NCc2cccs2)o1 | 5.3 | -6.0 | -11.7 | -11.1 | -0.6 | 1.1 | -8.35* | 14.9 | -11.0 |
| CCCCOC(=O)Nc1sc2nc(C)cc(C)c2c1-n1cccc1 | . | -14.2 | -2.8 | 14.1 | 4.6 | . | 1.4 | 5.2 | . |
| CCOC(=O)CC1ON(C)C(=O)N1c1ccc(Cl)cc1Cl (stereo unspecified) | 10.8 | -17.7 | -38.2 | -5.8 | 1.1 | . | -0.222 | 5.2 | 3.1 |
| COc1ccc(NC(=O)c2ccc(CN3CCN(c4ccccc4)CC3)cc2)cc1OC | . | -44.0 | -31.6 | 20.7 | -7.6 | 1.4 | -0.616 | -49.8 | . |
| CSc1nccc(-c2cc(Cl)sc2Cl)n1 | 2.9 | -30.7 | 3.7 | . | 7.3 | 1.1 | -0.00176 | 5.1 | 1.8 |
| CC1CCN(C(=O)CNC(=O)Cn2ccc3ccccc3c2=O)CC1 | -5.6 | -8.1 | 12.9 | -12.8 | 5.4 | 1.1 | -0.32 | 18.7 | -3.2 |
| O=S(=O)(NCc1ccccc1)c1cnc[nH]1 | -5.3 | -4.6 | -58.0 | -2.0 | -6.6 | 0.9 | -0.431 | 1.4 | 10.3 |
| O=C(NC(Nc1cc(C(F)(F)F)ccc1Cl)C(=O)c1ccccc1)c1ccccc1 (stereo unspecified) | . | -20.2 | -71.9 | 26.0 | 3.7 | . | -1.38 | -7.3 | . |
| Brc1ccc(Nc2c3c(nc4ncnn24)CCC3)cc1 | 4.7 | -22.7 | -28.5 | 3.1 | -3.8 | 1.2 | 1.12 | 0.1 | 3.9 |
| O=C(O)C(c1ccccc1)N1CCCC1 (stereo unspecified) | -3.9 | . | . | . | . | 1.1 | 0.991 | . | 9.8 |
| O=C(Nc1ccc(Oc2ccc(NC(=O)C3CCCO3)cc2)cc1)C1CCCO1 (stereo unspecified) | -2.1 | . | . | . | . | 1.2 | -0.228 | . | -8.5 |
| O=C(c1ccc(Cl)cc1)c1ccc(OCC(=O)N2CCOCC2)cc1 | 5.6 | . | -22.8 | . | -1.4 | 1.1 | 1.56 | . | -1.8 |
| COC(=O)c1cn(NC(=O)CC2CCCCC2)c(=O)c2ccccc12 | -0.8 | . | . | . | . | 1.1 | -0.377 | . | 9.1 |
| COc1ccc(Cl)cc1NC(=O)COc1cccc(-n2cnnn2)c1 | 2.1 | 6.4 | -44.7 | -34.5 | -7.3 | 0.9 | 1.19 | -48.0 | -3.7 |
| COc1ccc(C(=O)NC(=O)Nc2cc(C)ccn2)cc1 | 7.9 | -19.3 | -14.5 | -13.5 | 1.7 | 0.1 | -1.49 | -2.7 | 43.6[fluorescence artefact?] |
| Cc1c(NC(=O)C(C)OC(=O)COc2cccc3c2OC(C)(C)C3)c(=O)n(-c2ccccc2)n1C (stereo unspecified) | . | 1.1 | 18.0 | 12.8 | -8.1 | 1.2 | -1.59 | 5.6 | 1.8 |
| COc1cccc(N2CCN(C3C4CC5CC(C4)CC3C5)CC2)c1 (stereo unspecified) | 3.7 | -30.1 | 4.1 | 16.6 | -0.5 | 1.2 | 0.0455 | -10.5 | -3.8 |
| O=C(CCN1C(=O)c2ccccc2C1=O)Nn1cnnc1 | 9.7 | . | . | . | . | 1.2 | -0.788 | . | 13.4[fluorescence artefact?] |
| O=C(c1ccc(CS(=O)(=O)c2ccccc2)o1)N1CCN(c2ncccn2)CC1 | -3.0 | -56.9 | 4.6 | 1.8 | -6.9 | 1.1 | 0.921 | 11.5 | -1.2 |

Additional results.
| mol | Calb biofilm kill | TNFa cytotox | IL1B cytotox | cytoskel mod | LYP inh 2 | MT1-MMP txn act | hDAT+cocaine | VCAM1 TNFa inh | Smad3 inh |
| --- | --- | --- | --- | --- | --- | --- | --- | --- | --- |
| COc1ccc(C)cc1S(=O)(=O)N1CCC(C(=O)NCCC2=CCCCC2)CC1 | 1.4 | -16.4 | 0.9 | -0.5 | 5.1 | 1.1 | -0.516 | -10.5 | 9.2 |
| COc1ccc(OC)c(C(C(=O)NCc2ccco2)N(C(=O)Cn2nnc3ccccc32)C2CC2)c1 (stereo unspecified) | 4.8 | -32.3 | 19.7 | 2.3 | -19.8 | 1.1 | 0.014 | 3.8 | 1.3 |
| CCCCNC1=C(Br)C(=O)CC(C)(C)C1 | 4.6 | -32.8 | -12.5 | 29.3 | 8.4 | 1.2 | -0.508 | 25.3 | 5.5 |
| COCCNC(=O)CSc1nc2cc3c(cc2c(=O)n1Cc1ccco1)OCO3 | 4.5 | -0.7 | -7.4 | 7.8 | 2.5 | 1.2 | 0.242 | 6.6 | 5.5 |
| CCC(C)Oc1cccc(C(=O)Nc2ccccc2N2CCOCC2)c1 (stereo unspecified) | -0.6 | 11.0 | -22.7 | -9.2 | -8.4 | 1.1 | 1.63 | 2.2 | 5.2 |
| Cc1cccc(N2C(=O)CC(Sc3nc(C)c4c(n3)CCCC4)C2=O)c1 (stereo unspecified) | 8.0 | -14.9 | 1.7 | 27.2 | 5.3 | 1.1 | -1 | 3.8 | -8.8 |
| Cc1ccc(OC(=O)c2ccc(C)c(C)c2)cn1 | 3.8 | -6.7 | -18.2 | -55.6 | -0.1 | 1.2 | 0.0327 | 24.0 | -5.8 |
| CCOC(=O)c1ccc(NC(=O)C2CC2)cc1 | -0.3 | -18.0 | -8.4 | 3.5 | -2.3 | 1.5 | -0.222 | -9.9 | -5.4 |
| O=C(COc1ccc(Cl)cc1)N1CCN(c2ncccn2)CC1 | -2.7 | -27.3 | -6.1 | 1.7 | -4.0 | 1 | -1.97 | -16.5 | -10.6 |
| CCCCCCNS(=O)(=O)c1nc2nc(C)cc(C)n2n1 | 5.3 | . | . | . | . | 1.1 | -0.189 | . | -8.3 |
| NS(=O)(=O)c1ccc(NC(=O)CCC2CCCCC2)cc1 | . | -16.7 | -46.2 | -11.5 | 1.7 | 1.1 | -0.711 | 14.1 | -23.5 |
| COc1ccc(NC(C)=O)cc1NC(=O)CSc1nnc(-c2ccccn2)n1C | 3.2 | 7.8 | -3.1 | 3.8 | -2.0 | 1.2 | 0.277 | -3.6 | 2.5 |
| CCC(C)OC(=O)C1=C(C)OC23OC(N)=C(C#N)C12C(=O)c1ccccc13 (stereo unspecified) | 0.4 | 1.3 | 19.7 | -15.7 | -17.1 | 1.1 | 0.0197 | 7.0 | -3.6 |
| COc1ccc(C(=O)Nc2cccc(C(=O)N3CCN(C)CC3)c2)cc1 | 7.6 | 6.4 | 0.8 | 0.4 | 7.8 | 0.9 | 0.0488 | 3.6 | 2.3 |
| Cc1nc2c(c(C)nn2-c2ccccc2)c(C)c1Cl | . | -11.4 | -11.1 | 8.9 | -2.5 | 1 | 0.0207 | 12.4 | . |
| C=CCNC(=S)Nc1ccc2nc(C)c(C)nc2c1 | . | 3.0 | 26.9 | -22.3 | 4.4 | . | 0.732 | 0.4 | . |
| Cc1ccc2c(c1)nnn2C1CCN(S(=O)(=O)c2cccc(S(=O)(=O)N(C)C)c2)CC1 | 6.3 | . | . | . | 3.1 | 1 | 1.33 | . | 4.4 |
| CN1C(=O)C2(Oc3ccccc3C3CC(c4ccccc4)=NN32)c2ccccc21 (stereo unspecified) | . | -0.9 | 2.9 | -10.4 | 1.0 | . | 0.13 | 13.1 | . |
| COC(=O)c1c(CCl)noc1C(=O)NCC1CCCO1 (stereo unspecified) | . | -6.9 | -17.3 | -15.0 | -13.6 | . | -0.869 | 3.5 | . |
| COc1cc(N)c(Cl)cc1NC(=O)c1ccccc1 | 6.0 | 29.5 | 22.4 | -12.7 | -5.2 | 1.3 | 0.276 | 20.0 | -8.1 |

More results:
| mol | Calb biofilm kill | TNFa cytotox | IL1B cytotox | cytoskel mod | LYP inh 2 | MT1-MMP txn act | hDAT+cocaine | VCAM1 TNFa inh | Smad3 inh |
| --- | --- | --- | --- | --- | --- | --- | --- | --- | --- |
| O=C(C1CCC1)N1CCc2cc(S(=O)(=O)NCc3ccccn3)ccc21 | 4.7 | -1.2 | 22.0 | . | 6.9 | 1.1 | 1.33 | 9.4 | 0.6 |
| CCCN1C(=O)c2ccc(C(=O)NCc3ccco3)cc2C1=O | 0.2 | . | . | -2.5 | -2.8 | 1.2 | 0.171 | -24.1 | 8.8 |
| CSc1nc(C)cc(NC(N)=O)n1 | 4.4 | -12.1 | 33.6 | 8.9 | 6.2 | 1 | 0.0598 | 0.8 | 7.3[fluorescence artefact?] |
| Cn1c(=O)c2c(nc(NCCO)n2CCc2ccccc2)n(C)c1=O | 10.1 | . | . | . | . | 1.2 | 1.13 | . | 10.4 |
| O=C(CSCC(=O)NC1CC1)Nc1ccc2ccccc2c1 | 0.0 | -35.2 | -18.3 | 18.2 | 10.3 | 1.3 | 0.994 | 8.9 | -1.9 |
| CSc1cccc(NC(=O)CN(Cc2ccc(Cl)cc2)S(C)(=O)=O)c1 | 2.8 | -20.5 | -8.7 | . | -3.1 | 1.3 | 0.229 | -3.1 | -0.7 |
| O=C(NC12CC3CC(CC(C3)C1)C2)N1CCC(O)CC1 | -4.6 | -6.3 | 2.6 | 2.4 | -5.3 | 1.2 | -0.297 | 6.9 | -11.6 |
| CCn1c(=O)c(=O)n(CC)c2cc(S(=O)(=O)Nc3cccc(OC)c3)ccc21 | 4.8 | -18.1 | 7.5 | 30.2 | -8.3 | 1.1 | 0.404 | -1.8 | 2.1 |
| CCCCn1c(-c2nn(C)cc2Cl)n[nH]c1=S | 5.3 | 21.2 | 5.6 | -14.1 | 6.1 | 1 | -0.657 | 0.9 | -5.9 |
| COc1cccc(-c2cc(C(=O)Nc3c(C)n(C)n(-c4ccccc4)c3=O)no2)c1 | 1.8 | 8.2 | -2.4 | . | -3.2 | . | 0.953 | 6.3 | 6.4 |
| N#CC1(P(=O)(c2ccccc2)c2ccccc2)CC1 | 4.5 | -5.6 | -26.7 | 4.2 | 0.1 | 1.2 | 0.386 | 5.7 | -1.1 |
| C=CCNC(=S)N/N=C/c1ccc(OCc2ccccc2Cl)cc1 | . | -12.6 | -13.6 | 3.8 | 2.2 | . | -0.869 | -11.7 | . |
| CCC(=O)N=C1SC2CS(=O)(=O)CC2N1c1cccc(OC)c1 (stereo unspecified) | 2.4 | -19.5 | -10.1 | -19.7 | -0.7 | 1.1 | 0.04 | -7.4 | 15.8 |
| CCOC(=O)Cc1cc(OC)c(OC)cc1Cc1cc(OC)c(OC)cc1CC(=O)OCC | . | -13.4 | -34.6 | 2.9 | -10.8 | . | 1.15 | 5.5 | . |
| Cc1ccc(SCc2nc3ccccc3[nH]2)cc1 | . | -9.4 | -72.3 | 11.0 | -0.6 | . | -0.696 | 9.6 | . |
| O=C1CC(N2CCC(c3nc4ccccc4o3)CC2)C(=O)N1Cc1cccs1 (stereo unspecified) | -0.3 | -1.1 | -66.7 | 0.4 | 7.9 | 1.1 | 0.389 | -10.1 | -12.5 |
| CCOC(=O)C1CCN(C(=S)Nc2cc(OC)c(OC)cc2C(=O)OC)CC1 | -6.3 | -4.5 | 8.4 | 3.1 | -0.2 | 1.1 | -0.977 | 4.0 | -6.3 |
| CN(C)CC(O)COc1cc2ccccc2cc1C(=O)N1CCCCC1 (stereo unspecified) | -3.4 | . | . | . | -2.5 | 1.1 | 0.0956 | . | 4.9 |
| CCOC(=O)c1[nH]c(C)c(C(=O)OCC(=O)N2CCc3ccccc32)c1C | 3.7 | -35.0 | 20.7 | -0.8 | -1.7 | 1.1 | -1.09 | -2.5 | -2.0 |

An excerpt (hit frequency here may not be typical).
